Screening data from PubChem BioAssay.
LDHA block: blocks human lactate dehydrogenase A | purified LDHA, NADH/diaphorase-resazurin fluorescence; hits give low values | hit rate 0.15% among 480,000 | AID 1347041 | activity change, % (values are at about 110 or 230 µM); in the data active means activity change below about -30%; inconclusive means mostly about -25% to -30%;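 further: plate controls were DMSO wells for no effect and wells without enzyme for full effect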
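Enzyme activity of human lactate dehydrogenase 5 (2 nM; 0.06 mM NADH, 0.2 mM pyruvate, 5 min, RT) is measured via a resazurin/diaphorase fluorescence readout of residual NADH.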
* = called active by the depositor; ? = inconclusive. A portion of the library; rates above refer to the full screens.

Cc1ccc(N2CN(CCN3CCOCC3)Cn3c2nc(C)c(C)c3=O)cc1C
- LDHA block: -5

CCCn1c(N2CCN(CC(N)=O)CC2)nc2c1c(=O)[nH]c(=O)n2C
- LDHA block: 3

O=C(CCc1ccsc1)NCC1CCCC1
- LDHA block: 4

Cc1c(C(=O)Nc2cnc3ccccc3c2)cccc1[N+](=O)[O-]
- LDHA block: -1

COc1cc2c(cc1OC)CN(C(=O)CN(Cc1ccccc1)S(=O)(=O)c1ccccc1)CC2
- LDHA block: -12

Cc1nc(SC(C)c2cccc(F)c2)sc1CC(N)=O (centres undefined)
- LDHA block: -8

CCC(CC)c1nnc(NC(=O)c2cc(=O)[nH]c3ccccc23)s1
- LDHA block: -1

CCOC(=O)c1sc(NC(=O)C2CC(=O)N(c3cccc(C)c3C)C2)nc1C (centres undefined)
- LDHA block: -2

CCN(CC)c1nc(N(C)C)nc(-n2cnc(SCc3ccccc3)n2)n1
- LDHA block: 0

CCc1ccc(C(N)c2cccs2)cc1 (centres undefined)
- LDHA block: 12

C=CCN(Cc1cccs1)C(=O)c1ccncc1
- LDHA block: 2

COP(=O)(OC)c1nc(-c2ccc(C(C)(C)C)cc2)oc1NCc1ccco1
- LDHA block: 14

CCCOC(=O)c1ccc(Oc2coc3cc(O)ccc3c2=O)cc1
- LDHA block: 4

CC(C)c1ncncc1C(=O)O
- LDHA block: 11

Cc1oc2cc(OCc3ccccc3)ccc2c(=O)c1-c1ccc2c(c1)OCCCO2
- LDHA block: 1

CCCS(=O)(=O)NCc1nnnn1-c1ccccc1
- LDHA block: 7

Cc1ccccc1CC(=O)NC(C)C1CCCO1 (centres undefined)
- LDHA block: 0

O=C(NC1CCCCCCC1)C1CCC(Cn2cnnn2)CC1 (centres undefined)
- LDHA block: -6

O=C(/C=C/c1cccc(Cl)c1)c1ccc(N2CCOCC2)cc1
- LDHA block: 13

CCOC(=O)c1oc2cc(OC(=O)c3ccc(OC)cc3)ccc2c(=O)c1-c1ccccc1OC
- LDHA block: -9

Structures from the list above that have four or more nitrogen atoms:
Cc1ccc(N2CN(CCN3CCOCC3)Cn3c2nc(C)c(C)c3=O)cc1C
- LDHA block: -5

CCCn1c(N2CCN(CC(N)=O)CC2)nc2c1c(=O)[nH]c(=O)n2C
- LDHA block: 3

CCC(CC)c1nnc(NC(=O)c2cc(=O)[nH]c3ccccc23)s1
- LDHA block: -1

CCN(CC)c1nc(N(C)C)nc(-n2cnc(SCc3ccccc3)n2)n1
- LDHA block: 0

CCCS(=O)(=O)NCc1nnnn1-c1ccccc1
- LDHA block: 7

O=C(NC1CCCCCCC1)C1CCC(Cn2cnnn2)CC1 (centres undefined)
- LDHA block: -6

The list goes on:
CC(C)CC(NS(C)(=O)=O)C(=O)O (centres undefined)
- LDHA block: 3

O=C(CCc1c[nH]c2ccccc12)Nc1ccccc1OCC(F)(F)F
- LDHA block: 8

Cc1ccc(-c2cc(C(=O)Nc3cccc(C)n3)c3ccccc3n2)cc1
- LDHA block: -5

CCOC(=O)COc1ccc2cc(-c3ccc(OC)c(OC)c3)c(=O)oc2c1
- LDHA block: 7

CCC(C)(C)C1CCc2c(sc(NC(=O)CCl)c2C#N)C1 (centres undefined)
- LDHA block: 11

CC1=CCC2C(C)(C)CCCC2(C)C1CC/C(C)=C/CC/C(C)=N/NC(N)=O (centres undefined)
- LDHA block: -20

COc1ccc(-c2nc(S(=O)(=O)c3ccc(F)cc3)c(N3CCOCC3)o2)cc1
- LDHA block: 6

Cn1c(=O)c2c(ncn2CCC(=O)NC2CCCCC2)n(C)c1=O
- LDHA block: 12

CC(CN1CCCCC1)OC(=O)c1cc(C(C)(C)C)cc(C(C)(C)C)c1 (centres undefined)
- LDHA block: 2

O=C(Nc1ccc(S(=O)(=O)N2CCOCC2)cc1)c1nc(-c2ccccc2)n(-c2ccccc2)n1
- LDHA block: 3

COC(=O)c1ccc(OC(=O)c2ccc(COc3ccccc3)o2)cc1
- LDHA block: 1

C=CCNc1oc(/C=C/c2cc(OC)c(OC)c(OC)c2)nc1C#N
- LDHA block: -3

CCN(c1ccccc1)S(=O)(=O)c1cccc(C(=O)Nc2ccc3oc(C)nc3c2)c1
- LDHA block: -24

O=C(Cn1nnc(-c2ccc(F)cc2)n1)N1N=C(c2cccs2)CC1c1cccs1 (centres undefined)
- LDHA block: 7

CCCC(=O)Nc1ccccc1C(=O)OC/C(=N/O)c1ccc(OC)cc1
- LDHA block: 2

O=C1/C(=C/c2ccc(Br)cc2F)Cc2ccccc21
- LDHA block: 3

CN(C)S(=O)(=O)c1ccc(Cl)c(C(=O)Nc2cccc3cccnc23)c1
- LDHA block: -9

O=C1CCSc2ccc(C(=O)NO)cc2N1
- LDHA block: -2

CCONC(=O)c1ccc2c(c1)NC(=O)C(C)S2 (centres undefined)
- LDHA block: 6

CN(C)C(CNC(=O)CCc1ncc(-c2ccccc2)o1)c1ccco1 (centres undefined)
- LDHA block: 5

Fc1cccc(COc2ccc(-c3nnco3)cc2)c1
- LDHA block: 0

O=C(O)CNS(=O)(=O)c1c(Cl)cc(Br)cc1Cl
- LDHA block: -6

O=C(O)C/C(=C/c1ccc(-c2ccccc2)cc1)c1nc2ccccc2s1
- LDHA block: -5

COc1ccc(C(C)=O)c(OC(=O)c2ccc(F)cc2F)c1
- LDHA block: 6

Cc1ccc(NC(=O)CN2C(=O)N/C(=C\c3cccn3-c3ccc(C(=O)NOCc4ccccc4)cc3)C2=O)cc1
- LDHA block: -3

Cc1ccc(NC(=O)C(Sc2nnc(-c3ccoc3C)o2)c2ccccc2)cc1Cl (centres undefined)
- LDHA block: 10

CCc1ccc(NC(=O)CCCn2cnc3c2c(=O)n(C)c(=O)n3C)cc1
- LDHA block: ?

CCOc1ccc(CN(C(=O)c2cc(=O)c3cc(Cl)c(C)cc3o2)C2CCS(=O)(=O)C2)cc1 (centres undefined)
- LDHA block: 3

Cc1cc(Cl)ccc1NC(=O)C1CCCc2ccccc21 (centres undefined)
- LDHA block: 3

Cc1ccc(C)c(NC(=O)C(c2ccccc2)n2cnc3c2c(=O)n(C)c(=O)n3C)c1 (centres undefined)
- LDHA block: -2

Nc1nn(Cc2ccc(Cl)cc2Cl)cc1Br
- LDHA block: -9

CC(C)C(=O)Nc1ccc(NC(=O)C(Cl)(Cl)Cl)cc1
- LDHA block: -2

CC(C)CNC(=O)C(=O)Nc1ccc2cc[nH]c2c1
- LDHA block: 3

CCCn1c(SCCCn2c(=O)c3c(ncn3C)n(C)c2=O)nc2ccccc2c1=O
- LDHA block: 3

COc1cc(/C=C(\C#N)C(=O)Nc2ccccc2C(=O)O)cc(Cl)c1OC(C)C
- LDHA block: 11

CCOC(=O)c1cc2cc(C(=O)NC(C)CC)ccc2[nH]1 (centres undefined)
- LDHA block: 2

COc1ccc(C(=O)c2ccccc2C)cc1
- LDHA block: -6

O=C(O)c1ccc(=O)oc1
- LDHA block: 6

Clc1ccc(Cl)c(NCc2nnc3n2CCCCC3)c1
- LDHA block: -8

Cc1ccc2nc3sc(C(=O)NC4CCCCC4)cc3cc2c1
- LDHA block: 10

Cc1ccc(NC(=O)NCC(O)c2ccc(F)c(F)c2)cc1C (centres undefined)
- LDHA block: -3

COc1cc(/C=C/C(=O)Nc2cccc3cccnc23)ccc1OC(C)C
- LDHA block: 2

Cn1nc(C(=O)N(Cc2ccccc2)C2CCS(=O)(=O)C2)c2ccccc2c1=O (centres undefined)
- LDHA block: -6

COc1ccc(C(=O)NCc2ccc(-c3csc(C)n3)s2)cc1F
- LDHA block: -8

Cc1ccc2c(c1)NC(=O)c1cc(S(=O)(=O)N(C)Cc3ccccc3)c(Cl)cc1O2
- LDHA block: 3

COc1ccc(NC(=O)C2=C(C)Nc3nc4ccccc4n3C2c2ccccc2C)cc1 (centres undefined)
- LDHA block: 0

N#Cc1nc(-c2ccccc2)c(-c2ccc3c(c2)-c2cc(-c4nc(C#N)c(C#N)nc4-c4ccccc4)ccc2C3=O)nc1C#N
- LDHA block: -4

COc1ccc(COCC(O)CNC(=O)CC2CCCCC2)cc1 (centres undefined)
- LDHA block: 2

Cc1oc(-c2ccccc2)nc1C(=O)NC(C1CC1)C1CC1
- LDHA block: 10

OCCNC(=S)Nc1ccc(F)cc1
- LDHA block: 1

O=C(O)c1cccc(NCc2ccc(Cl)cc2)c1
- LDHA block: -2

O=C(Nc1ccc2ccccc2c1)C(C1CC1)n1c(=O)c(-c2cc3ccccc3[nH]2)nc2ccccc21 (centres undefined)
- LDHA block: 6

Fc1ccc(Oc2ncnc3c2oc2ccccc23)c(Cl)c1
- LDHA block: -5

CCCN1C(=O)CCc2cc(NS(=O)(=O)CC)ccc21
- LDHA block: -10

CCC1CCCCN1S(=O)(=O)c1ccc(C(=O)Nc2nc(-c3ccncc3)cs2)cc1 (centres undefined)
- LDHA block: -4

O=C(c1ccccc1F)N1CCCC(c2nc3ccccc3o2)C1 (centres undefined)
- LDHA block: -22

O=C(c1nn2c(C(F)(F)F)cc(-c3ccco3)nc2c1Br)N1CCCCCC1
- LDHA block: 1

NC(=O)NC(=O)CN1CCCC(c2nc3ccccc3o2)C1 (centres undefined)
- LDHA block: -7

O=C(Nc1ccc(C(O)(C(F)(F)F)C(F)(F)F)cc1)c1ccc(F)cc1
- LDHA block: 3

Nc1c(-c2ccc(F)c(F)c2)nc2ncccn12
- LDHA block: 0

Cc1oc(-c2ccccc2)nc1CC(=O)NC(C)c1ccco1 (centres undefined)
- LDHA block: 18

O=C(Nc1ccc(SC(F)F)cc1)c1n[nH]c(=O)c2ccccc12
- LDHA block: 1

O=C(O)C1CCN(S(=O)(=O)c2ccc(Cl)c(Cl)c2)CC1
- LDHA block: -7

O=C1CCCCCCC(=O)[C@H](O)C[C@H](c2ccccc2)O1
- LDHA block: 0

COc1ccccc1C(=O)Nc1ccc2oc(-c3ccccc3C)cc(=O)c2c1
- LDHA block: -4

O=C(Nc1ccccc1)c1nn(Cc2ccccc2)c(=O)c2ccccc12
- LDHA block: -6

CC(C)(Oc1ccc(Cl)cc1)C(=O)Oc1ccc(-c2ccc(C#N)cc2)cc1
- LDHA block: 7

O=C(Nc1ccccc1C(=O)OCC(=O)C12CC3CC(CC(C3)C1)C2)c1ccc([N+](=O)[O-])cc1Cl
- LDHA block: 0

O=C(CCC1CCCCC1)NC(N1CCCCC1)(C(F)(F)F)C(F)(F)F
- LDHA block: -3

CCCn1nc(SCC(=O)OCC)n2c(=O)c3c(nc12)-c1ccccc1CC3(C)CC (centres undefined)
- LDHA block: 1

CCc1nn(-c2ccccc2)c2c1CN(C(=O)NC)C(c1ccccc1)c1cccn1-2 (centres undefined)
- LDHA block: -10

CCCCS(=O)(=O)NC(C)C(=O)O (centres undefined)
- LDHA block: -2

COc1cc(C)ccc1Oc1ccc(NC(=O)c2ccc3c(c2)NC(=O)CS3)cn1
- LDHA block: 1

CC(C)(C)C(=O)Nc1ccc2oc(-c3ccc(F)cc3)nc2c1
- LDHA block: ?

CC(=O)c1ccc(OCCC(=O)OCc2ccc(C#N)cc2F)cc1
- LDHA block: -18

CC(=O)c1ccc(OC(=O)c2cnc(C)cn2)cc1
- LDHA block: 8

CNC(=O)CCS(=O)(=O)Cc1coc(-c2ccc(C)cc2C)n1
- LDHA block: 1

COc1ccc(-c2c(C)oc3cc(OC(C)=O)ccc3c2=O)cc1OC
- LDHA block: -1

COc1cccc2cc(C(=O)NCCc3c(C)[nH]c4c(C)cccc34)c(=O)oc12
- LDHA block: -3

CCCNC(=O)C(C)NC(=O)Cc1ccc(S(=O)(=O)N2CCCCC2)cc1 (centres undefined)
- LDHA block: -2

CC(C)(C#N)C(=O)NCc1ccccc1OCc1ccccc1
- LDHA block: 6

CC(C)C[C@H]1CN([C@@H](CC(C)C)CN2CCC[C@H]2CN2C(=O)C(=O)NC[C@@H]2Cc2ccc(O)cc2)C(=O)C(=O)N1CCc1ccccc1
- LDHA block: -3

Cn1c(SCc2cc(Cl)c3c(c2)OCCCO3)nnc1-c1ccncc1
- LDHA block: 2

CNC(=O)c1ccc(-c2nc(CN3CCN(S(=O)(=O)c4ccccc4)CC3)c(C)o2)cc1
- LDHA block: 4

Cc1oc(C23CC4CC(CC(C4)C2)C3)cc1C(=O)NC1CCOC1=O (centres undefined)
- LDHA block: 6

Cc1ccc(S(=O)(=O)N(Cc2cnn(C)c2)C(C)C)c(Cl)c1
- LDHA block: 11

O=C1CCCC2=C1C(c1cccc(F)c1)C1=C(CCCC1=O)O2
- LDHA block: 10

CC(=O)C(C(=O)c1ccc(F)cc1)C1c2ccccc2Sc2ccccc21 (centres undefined)
- LDHA block: 6

N#Cc1ccc(COC(=O)c2ccc(N3CCCS3(=O)=O)cc2)cc1
- LDHA block: 15

CN(CC(=O)N(C)C1CCS(=O)(=O)C1)c1ccc2ccccc2c1 (centres undefined)
- LDHA block: 8

c1ccc(-n2nnnc2CNc2cccc3c2CCCC3)cc1
- LDHA block: 7

Cc1ccc(NC(=O)CN2CCN(C(=O)CCc3ncc(-c4ccc(C)c(C)c4)o3)CC2)cc1
- LDHA block: -2

COc1ccc(-c2cc3ncc(C(=O)c4cc(Cl)ccc4O)cn3n2)cc1
- LDHA block: -4

O/N=C/c1c(O)ccc2ccccc12
- LDHA block: 16

O=C(NCCCN1CCCC1)c1ccncc1
- LDHA block: -3

COc1cccc(-c2csc(-c3cc4cccc(OC)c4oc3=O)n2)c1
- LDHA block: 0

COc1cccc(/C=C(/C#N)c2ccccn2)c1OC(F)F
- LDHA block: -5

O=C(N/N=C/c1cccs1)c1cccc(Br)c1
- LDHA block: 6

N#Cc1ccc(NC(=O)Cn2c(=O)c3c(ncn3C3CCCC3)n(Cc3ccccc3)c2=O)cc1
- LDHA block: -3

O=c1ccc(N2CCCN(S(=O)(=O)c3cccc4nsnc34)CC2)nn1-c1ccccc1
- LDHA block: -17

Cc1cnc2c(S(=O)(=O)NC(C)CN3CCOCC3)cccc2c1 (centres undefined)
- LDHA block: -1

CSCCC(NC(=O)c1ccc(Cl)cc1Cl)C(=O)Nc1ccc(C)cc1 (centres undefined)
- LDHA block: 2

COc1cc2c(cc1OC)-c1c(c(C(=O)Nc3ccncc3)nn1-c1ccccc1F)C2
- LDHA block: 8

COc1cc(Br)c(C2CC(=O)Nc3cc4c(cc32)OCO4)cc1OC (centres undefined)
- LDHA block: -5

O=C(NCc1cccs1)C12CC3CC(CC(O)(C3)C1)C2
- LDHA block: 12
